Source: PubChem BioAssay
Lipid storage S3 = qHTS Assay for Lipid Storage Modulators in Drosophila S3 Cells | actives 0.64% (n = 320,000) | Potency in µM for hits, for the others lipid storage change, negative = inhibition, % at the top dose, mostly 46.1 µM | Drosophila S3 cells, BODIPY lipid droplet fluorescence, 18-24 h; cells fed with added oleic acid | AID 2685; active = well fitted inhibition curve with a large enough effect in the signal ratio, with a control signal flat, not every such curve was filed as active; inconclusive = small, poorly fitted or top-dose-only effect, or effect the other way, or a change in a side signal; the % refers to the signal ratio
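Drosophila S3 cells got compounds at several concentrations plus oleic acid (400 uM solution). Laser-scanning cytometry with 488 nm excitation read lipid droplets at 500-530 nm and cells at 575-640 nm. Percent activity was relative to 20 uM Triacsin C.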
Lipid storage S3 cell count max = also measured in Lipid storage S3; calls as there; cell number change, %; measured here: cell count max response;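 cells counted by Cell Tracker Red CMTPX staining in the red channel; peak over a dose series mostly up to 46.1 µM; percent activity relative to internal control wells on each plate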
Active calls of the source: *; i = inactive; ? = inconclusive; / = not tested or not shown; [ ] = remark or other dose. % is set by controls: 0 for no effect and ±100 for the full control effect; potency is the fitted concentration of half-maximal effect. These rows are one share of the data; the hit share may differ from the screen's.

The opening two records as a preview:
SMILES	Lipid storage S3	Lipid storage S3 cell count max
CC1CCc2nc(NC(=O)CN3CCN(Cc4ccc5c(c4)OCO5)CC3)sc2C1 (configuration not stated)	i	/
CCCCN(CC)C(=O)c1ccc(Cl)c(Cl)c1	?	/

The list itself, from the start:
SMILES	Lipid storage S3	Lipid storage S3 cell count max
CC1CCc2nc(NC(=O)CN3CCN(Cc4ccc5c(c4)OCO5)CC3)sc2C1 (configuration not stated)	i	/
CCCCN(CC)C(=O)c1ccc(Cl)c(Cl)c1	?	/
COc1ccc(CCNC(=O)CCNC(=O)N2CC(=O)Nc3ccccc32)cc1OC	i	-13
CC(=O)C1=C(C)OC(N)=C(C#N)C1c1cccnc1 (configuration not stated)	-7%	13
O=C(O)CC(O)C(=O)O (configuration not stated)	-1%	13
O=S1(=O)CCN2C=Nc3sc4c(c3C2=N1)CCCC4	?	/
CSc1ccccc1OCc1cc(C(=O)NC2CCOC2)no1 (configuration not stated)	i	/
COc1ccc(C)cc1NS(=O)(=O)c1ccc2c(c1)n(C)c(=O)n2C	?	/
O=C(CSc1nc2ccccc2c(=O)n1-c1ccc(OC(F)F)cc1)NCc1cccs1	?	/
CN(C)/C=C(/C(=O)c1ccc(Cl)cc1)S(=O)(=O)c1ccc(Cl)cc1	-3%	3
CCOC(=O)N1CCN(S(=O)(=O)N2CCCC(C(=O)NCc3ccccc3OC)C2)CC1 (configuration not stated)	i	-3
Cc1ncc(CO)c(/C=N/NC(=S)Nc2ccc(F)cc2)c1O	?	/
COc1ccc(OC)c(CCNC(=O)Cn2sc3nc(C)cc(C)c3c2=O)c1	?	/
CCc1cc2c(Sc3nc4ccccc4s3)ncnc2s1	?	/
O=C(Nc1nnc(Cc2c[nH]c3ccccc23)s1)c1ccc(Cl)cc1Cl	0%	/
COc1ccc(CCNc2nc(-c3cccc(NC(C)=O)c3)cs2)cc1OC	?	/
COc1cc(CN(C)Cc2ccccc2)cc(OC)c1O	?	/
O=C(NCc1cccnc1)c1ccc(CS(=O)(=O)c2ccc(Cl)cc2)o1	?	/
CC(=O)Oc1ccc(C(=O)NC(C)CCc2ccccc2)cc1 (configuration not stated)	?	/
CCOc1cc(Br)ccc1S(=O)(=O)N1CC(C)OC(C)C1 (configuration not stated)	?	/
CNc1nc(N)c([N+](=O)[O-])c(Nc2cccc(Cl)c2)n1	?	/
CC(C)(C)c1cc(C(=O)NCc2ccccc2)ccn1	?	/
COC(=O)c1cc2c(=O)c3ccccc3oc2nc1/C=C/N(C)C	?	/
CCN(CC)CCCN1C(=O)C(O)=C(C(C)=O)C1c1cccc(OC)c1 (configuration not stated)	?	/
COc1ccc(N2CCN(CCNC(=O)CCNS(=O)(=O)c3cccs3)CC2)cc1	?	/

6 compounds drawn at random from those above:
SMILES	Lipid storage S3	Lipid storage S3 cell count max
COc1ccc(CCNc2nc(-c3cccc(NC(C)=O)c3)cs2)cc1OC	?	/
O=C(Nc1nnc(Cc2c[nH]c3ccccc23)s1)c1ccc(Cl)cc1Cl	0%	/
CC(C)(C)c1cc(C(=O)NCc2ccccc2)ccn1	?	/
COC(=O)c1cc2c(=O)c3ccccc3oc2nc1/C=C/N(C)C	?	/
COc1ccc(CCNC(=O)CCNC(=O)N2CC(=O)Nc3ccccc32)cc1OC	i	-13
CSc1ccccc1OCc1cc(C(=O)NC2CCOC2)no1 (configuration not stated)	i	/

Remaining list, next part
SMILES	Lipid storage S3	Lipid storage S3 cell count max
COC(=O)[C@@H]1C[C@@]2(O)[C@H](O)[C@H](O)[C@H](O)C[C@H]2N1Cc1ccccc1OS(=O)(=O)c1ccc(C)cc1	2%	5
CCOC(=O)C(=CNc1cc(C)nn1-c1ccc(C)cc1)C(=O)OCC	?	/
CC(C)CC(=O)NN(C)c1nc(-c2ccccc2)nnc1C(F)(F)F	?	/
O=C(COC(=O)c1cccnc1Cl)Nc1cc(S(=O)(=O)N2CCCCCC2)ccc1Cl	i[0.0737 µM]	-6
OCc1nc2ccc(Cl)cc2[nH]1	?	/
C/C(=N\NC(=O)C1CC1)c1ccc(NC(=O)c2ccc(Br)o2)cc1	?	/
CCc1ccc(-c2nc(CN3CCCC(C(=O)O)C3)c(C)o2)cc1 (configuration not stated)	?	/
CS(=O)(=O)c1nc(S(=O)(=O)c2ccc(Cl)cc2)c(NCCCN2CCCC2=O)s1	i	-1
O=C(NCC(=O)N1CCC2(CC1)NCCc1[nH]cnc12)c1ccc(F)cc1	i	28
CCN1C(=O)[C@H]2[C@@H](c3ccc(OC)cc3)N3C(=O)CN(Cc4ccccc4)C(=O)[C@@]3(Cc3ccccc3)[C@H]2C1=O	?	/
COc1cc2[nH]c(-c3ccc(C)cc3)cc(=O)c2cc1OC	?	/
CC(=O)NCCC(=O)Nc1nc(-c2c[nH]c3ccccc23)cs1	15µM*	-1.2*
Cc1ccc(Cl)cc1NC(=O)COC(=O)C1CCCCC1	?	/
Cc1cc(C)c(S(=O)(=O)Nc2ccc(N(C)C)cc2)c(C)c1-n1cnnn1	i	-4
Cc1cccc(/C(N)=N/OC(=O)c2ccoc2C)c1	i	16
Cc1noc(C)c1COc1ccccc1C(=O)N(C)Cc1ccc(F)cc1	19%[0.0737 µM]	-12
CN(C)S(=O)(=O)c1ccc(NC(=O)CN2C(=O)NC(Cc3ccccc3)C2=O)cc1 (configuration not stated)	12%	16
COc1ccc(-c2nn(C)c3sc(C(=O)N4CCOCC4)cc23)cc1OC	?	/
CCCCn1c(N)c(N(CCC(C)C)C(=O)C2CCCC2)c(=O)[nH]c1=O	?	/
CSc1nnc(-c2ccncc2)n1/N=C/c1cn(-c2ccccc2)nc1-c1ccc(Cl)cc1	?	/
CC(C(=O)NCc1ccccc1Cl)n1cc([N+](=O)[O-])cn1 (configuration not stated)	18%	-18
COc1ccc(C2/C=C\CN(S(=O)(=O)c3ccc4ccccc4c3)CC(=O)N2Cc2ccc(F)cc2)cc1 (configuration not stated)	20%	-1
CN(c1ccc(C(=O)Nc2ccc(CC#N)cc2)cc1)S(C)(=O)=O	?	/
Cc1nc(Oc2cccc(Cl)c2)c2oc3ccccc3c2n1	i	/
Cc1cc(=O)[nH]c(NCc2ccccc2)n1	-16%	-2
Following part.
SMILES	Lipid storage S3	Lipid storage S3 cell count max
C=CCn1c(SCC(N)=O)nc(C)cc1=O	?	/
CC(C)COc1ccc(Cc2cnc(N)nc2N)cc1	3%	-14
O=C(NCCOc1cccc(Oc2ccccc2)c1)c1cc(-n2cnnc2)ccc1Cl	i	/
Cc1noc(NS(=O)(=O)c2ccc(NC(=O)CSc3nc4ccccc4s3)cc2)c1C	i	/
O=c1[nH]c2c(s1)C=Nc1ccccc1N2	0%	5
N#Cc1c(C#N)c(-c2ccccc2)n(-c2ccccc2)c1N	i	5
CCOC(=O)CCn1cc(F)c(=O)[nH]c1=O	-1%	3
N#Cc1ccc(CO/N=C/c2ccccc2)cc1	9%	25
COc1ccccc1CN1C[C@@H]2C[C@@H](c3cccc(C)n3)N3CCC[C@@]23C1=O	?	/
COc1cccc(CNC(=O)c2ccc(NC(=O)C3CCCO3)cc2)c1 (configuration not stated)	i	/
COc1ccc(/C=C(/CC(=O)NCc2ccc(Cl)cc2)c2nc3ccccc3s2)cc1	?	/
CCc1nnc(NC(=O)c2ccc(S(=O)(=O)N(CC)CC)cc2)s1	-2%	-8
CCCCn1c(N)c(N(CC(C)C)C(=O)CSc2ccccc2C)c(=O)[nH]c1=O	?	/
S=C(N/N=C/c1ccco1)NC1CC2CCC1C2 (configuration not stated)	11%	-5
CCOC(=O)Cn1c(=O)oc2cc(S(=O)(=O)NCCc3ccc(C)cc3)ccc21	i	/
COc1ccc(/C=N/NC(=O)CN(C)S(=O)(=O)c2ccc(NC(C)=O)cc2)cc1	-4%	-5
CN1C(=O)C(c2nnc(Nc3cccc4ccccc34)s2)C2CC1(C)Oc1ccccc12 (configuration not stated)	?	/
COc1ccc2c(c1)c(C(C)=O)c(C)n2C	?	/
O=C(COc1cccc2cccnc12)N1CCc2ccccc2C1	?	/
CC(C)c1cc(-c2cc(-c3ccc(Cl)cc3)on2)nc(NCC2CC2)n1	19%	10
Cc1cccc2cc3c(nc12)-c1ccccc1C3=O	?	/
O=C(CN1C(=O)NC2NC(=O)NC21)N/N=C/c1ccccc1O (configuration not stated)	?	/
CCOC(CNC(=O)CCc1c(C)nc2ncnn2c1C)OCC	i	/
N#Cc1ccc(NC(=O)COC(=O)CSc2nnc(-c3ccc(Cl)cc3)o2)cc1	5%	0
COc1ccc(-n2cc(-c3ccccc3)c3c(NCCCN4CCOCC4)ncnc32)cc1	14%	10
(list continues)
SMILES	Lipid storage S3	Lipid storage S3 cell count max
CC(C)NC(=O)CC1OC(=O)c2ccccc21 (configuration not stated)	?	/
Cn1cccc1C(=O)NCC(c1ccco1)N1CCCCC1 (configuration not stated)	i	/
CCOC(=O)Cc1csc(NC(=O)c2sc3nc4ccc(C)cc4cc3c2N)n1	?	/
CC(=O)NC12CC3CC(C1)CC(C(=O)N1CCN(S(=O)(=O)c4ccc(C(C)C)cc4)CC1)(C3)C2	?	/
COC(=O)CSc1nc2nc(C)cc(C)n2n1	?	/
c1ccc2c(c1)nnn2-c1ncnc2sc3c(c12)CCCC3	0%	-6
C/C(CCN1CCc2nc(-c3ccccc3)c(-c3ccccc3)cc2C1)=N\O[C@@H](C)c1cn([C@H](CO)Cc2ccccc2)nn1	-6%	5
CC(C)(C)NC(=O)NC(=O)CSc1ncn[nH]1	1%	2
Cc1cc(C)nc(SCC(=O)n2c3c(c4ccccc42)CCCC3)n1	?	/
CC1CCCN(C(=O)CCNC(=O)Cn2cnc3ccccc3c2=O)C1 (configuration not stated)	?	/
O=C(Nc1cccc2ccccc12)N1CCc2ccccc2C1	8%	0
C=CCn1c(=NC(=O)c2cccc(N3C(=O)CCC3=O)c2)sc2cccc(OC)c21	-5%	-9
Cc1cc(NC(=O)CSCc2nc(-c3cccc(Cl)c3)oc2C)no1	?	/
CCC(C)NC(=O)Cn1c(=O)n(CCCCC(=O)NCc2ccco2)c(=O)c2ccccc21 (configuration not stated)	2%	13
CCn1c(SC(C)C(=O)NCC2CCCO2)nc2scc(-c3ccccc3)c2c1=O (configuration not stated)	1%[0.0737 µM]	-9
Cc1ccc(C(C(=O)NCc2ccccc2)N(C(=O)c2csnn2)C2CC2)cc1 (configuration not stated)	?	/
COc1ccc(CCN2CC(C(=O)NC3CCCCC3)CC2=O)cc1OC (configuration not stated)	0%	10
CCN(CC)c1ccc(/C=C2/C(=O)ON=C2C)cc1	9.2µM*	-21*
COc1cc2c(C#N)c(N3CCCC3)nc(N)c2c(N)n1	?	/
CCc1nn(C(CC)C(=O)NCCc2ccc(OC)cc2OC)c(=O)c2cc3occc3n12 (configuration not stated)	i	0
Cc1cccc(-c2csc(NC(=O)c3cnccn3)c2C(=O)OC(C)C)c1	?	/
Cc1ccccc1N=C1NC(=O)CC(c2ccccc2)S1 (configuration not stated)	?	/
N#Cc1c(N)c(C#N)c(-c2ccc3c(c2)OCO3)c2c1CCCC2	?	/
COc1ccc(OC)c(NC(=O)CCNS(=O)(=O)c2cc(Br)cnc2N)c1	?	/
CCOC(=O)C1CCN(c2cc3c(cc2NC(=O)c2ccccc2Br)n(C)c(=O)n3C)CC1	?	/
New compounds follow:
SMILES	Lipid storage S3	Lipid storage S3 cell count max
c1ccc(-c2cn(C[C@H]3CC[C@H](Cn4cc(-c5ccccn5)nn4)O3)nn2)nc1	14%	-4
Cc1nn(C(C)C(=O)NCCCN2CCCCCC2)c(=O)c2c1sc1ccccc12 (configuration not stated)	-4%	13
COCCNC(=O)c1onc(CSc2ccncc2)c1C(=O)NCCOC	11%	-5
CN(c1ccccc1)S(=O)(=O)c1cccc(C(=O)NCc2ccccc2)c1	?	/
COc1cc(OC)cc(C(=O)NNC(=O)CCc2nc3ccccc3c(=O)[nH]2)c1	2%	5
Nc1c(Cl)ncnc1N/N=C/c1ccncc1	?	/
COc1cccc(C2=NOC(C(=O)Nc3ccc4c(c3)OCO4)C2)c1OC (configuration not stated)	?	/
Cc1ccc(NS(=O)(=O)c2cccc(C(=O)N3CCCCCC3)c2)cc1	?	/
O=C(N1CCN(c2ccccn2)CC1)C(Cl)(Cl)Cl	?	/
COC(=O)c1ccc(N2CCCCC2)c(N)c1	-17%	-3
O=C(CN1CCN(C(=O)C2CCCO2)CC1)Nc1ccc(Br)cc1 (configuration not stated)	?	/
O/C(=C\c1ccc2ccccc2n1)c1ccc(O)cc1O	i	-22
O=c1c(-c2nn[nH]n2)coc2ccc(Cl)cc12	12%	24
COc1cc(C(=O)Nc2ccc(NC(=O)c3ccccc3Cl)nc2)cc(OC)c1OC	?	/
CN(C)S(=O)(=O)c1ccc(C(=O)/C=C/c2cccnc2)cc1	0.33µM*	10*
COc1ccc2ccccc2c1/C=N/NC(=S)NCCN1CCOCC1	8%	16
COc1ccc(NC(=O)CN2CCN(c3ccc(Cl)cc3)CC2)c(OC)c1	10%	-4
CCCSc1ncc(Cl)c(C(=O)Nc2ccc(S(=O)(=O)N3CC(C)OC(C)C3)cc2)n1 (configuration not stated)	?	/
N#CC1(NC(=O)CN2CCN(S(=O)(=O)c3ccccc3F)CC2)CCCC1	?	/

Ordered by formula weight (rising): some entries from above
SMILES	Lipid storage S3	Lipid storage S3 cell count max
O=c1c(-c2nn[nH]n2)coc2ccc(Cl)cc12	12%	24
O/C(=C\c1ccc2ccccc2n1)c1ccc(O)cc1O	i	-22
CN(C)S(=O)(=O)c1ccc(C(=O)/C=C/c2cccnc2)cc1	0.33µM*	10*
